mHTT CaM bind – mHTT-calmodulin interaction abrogation. P42858. actives 3.6% (n = 190,000). AlphaScreen His-mHTT/GST-CaM binding, luminescence. inhibition, % at 15 µM;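 further: 0% = both proteins with DMSO and 100% = one protein alone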
Pf apPOL block – Pf-apPOL DNA polymerase inhibition | Recombinant Pf-apPOL, molecular beacon fluorescence, 1.5 h | inhibition, % at 10 µM | AID 1794808 | actives 0.25% (n = 210,000)
Active calls of the source: *; . = no result given; & = joins results of further samples. No stated cut-off is given here; in the data, active means inhibition above about 50%; inactive means the rest. The list is partial; rates above refer to the full screens.

Preview (6 entries):
mol	mHTT CaM bind	Pf apPOL block
Cn1c(COc2ccccc2)nn(CN2CCC3(CC2)OCCO3)c1=S	-8	.
Nc1ccc(S(=O)(=O)Nc2ccnn2-c2ccccc2)cc1	.	-9
O=c1/c(=C/c2ccc(Br)cc2)sc2ncnn12	-2	2
CC(=O)c1ccc(NC(=O)CSc2cn(CC(=O)N3CCCCC3)c3ccccc23)cc1	1	3
Cc1ccc(COc2ccc3c4c(c(=O)oc3c2)CCCC4)cc1	-5	3
O=C(Nc1ccc2c(c1)OCCO2)C(Cc1ccccc1)NS(=O)(=O)c1cccs1 (configuration not stated)	4	-16

The whole of this part, from the first entry:
mol	mHTT CaM bind	Pf apPOL block
Cn1c(COc2ccccc2)nn(CN2CCC3(CC2)OCCO3)c1=S	-8	.
Nc1ccc(S(=O)(=O)Nc2ccnn2-c2ccccc2)cc1	.	-9
O=c1/c(=C/c2ccc(Br)cc2)sc2ncnn12	-2	2
CC(=O)c1ccc(NC(=O)CSc2cn(CC(=O)N3CCCCC3)c3ccccc23)cc1	1	3
Cc1ccc(COc2ccc3c4c(c(=O)oc3c2)CCCC4)cc1	-5	3
O=C(Nc1ccc2c(c1)OCCO2)C(Cc1ccccc1)NS(=O)(=O)c1cccs1 (configuration not stated)	4	-16
COc1ccc(C2=NN(CCC(=O)NCc3ccco3)C(=O)CC2)cc1	-1	-18
CCOc1ccc(CN2C(=O)CCC2(C)C(=O)NCCc2ccc(OC)c(OC)c2)cc1OC (configuration not stated)	6	5
O=C(NCCN1CCCCCC1)c1ccc2c(c1)nc1n2CCCCC1	2	3
CC(=O)NC1=NN(C(C)=O)C(/C=C/c2ccccc2[N+](=O)[O-])S1 (configuration not stated)	0	-7
CN(CC1CC(c2ccc3c(c2)OCO3)=NO1)C(=O)c1cccc(F)c1 (configuration not stated)	-2	10
COc1ccc(C(=O)Nc2nc(-c3ccccc3)c(C)s2)cc1OC	35	-2
CCN(CC)CCCN1C(=O)C(O)=C(C(=O)c2ccc(C)o2)C1c1ccco1 (configuration not stated)	3	0
CC(=O)c1cccc(S(=O)(=O)NCC2CCN(C(=O)c3cc4ccccc4o3)CC2)c1	-3	-14
O=C(Nc1nnc(-c2ccc(F)cc2)s1)Nc1ccc(Cl)cc1Cl	1	-4
O=C(O)C1CC(=O)N(CCOc2ccccc2)C1 (configuration not stated)	-7	13
COc1ccc(Br)cc1/C=C1/N=C(c2ccccc2)OC1=O	9	-1
Clc1nnnc2c1sc1nc(N3CCOCC3)c3c(c12)CCCC3	0	-5
O=C(c1ccccc1C(F)(F)F)N1CCN(c2ccc3nnc(C4CC4)n3n2)CC1	-15	-1
Cc1ccc(-c2[nH]ncc2CN2CCCC2c2cc(C(C)C)no2)cc1 (configuration not stated)	14	-2
CCC(C)NC(=O)CCS(=O)(=O)c1cc(Br)cc2c1N(C(=O)C1CC1)CC2 (configuration not stated)	4	-2
CCCOC(=O)c1ccc(Oc2coc3c(CN(CC)CC)c(O)ccc3c2=O)cc1	11	-3
COC(OC)C12c3ccccc3C(c3ccccc31)C1C(=O)N(c3cccc(Cl)c3)C(=O)C12 (configuration not stated)	9	3
Cc1ccccc1-c1onc(C)c1C(=O)NC1CC(C)(C)N(C)C(C)(C)C1	2	-3

3 compounds already listed, ordered by length of the SMILES, lowest first:
mol	mHTT CaM bind	Pf apPOL block
O=C(NCCN1CCCCCC1)c1ccc2c(c1)nc1n2CCCCC1	2	3
COc1ccc(C2=NN(CCC(=O)NCc3ccco3)C(=O)CC2)cc1	-1	-18
CCOc1ccc(CN2C(=O)CCC2(C)C(=O)NCCc2ccc(OC)c(OC)c2)cc1OC (configuration not stated)	6	5

(next part)
mol	mHTT CaM bind	Pf apPOL block
COc1ccc(NC(=O)C2CC(=O)N(c3ccccc3)C2)cc1 (configuration not stated)	0	2
N#CCSc1nc(N)c(C#N)c(-c2ccccc2)c1C#N	9	1
COc1ccc(CN2CCCN(C)CC2)c(OC)c1C	0	-4
O=C(COc1ccccc1)Nc1ccc(NC(=O)COc2ccccc2)cc1	-1	-10
O=C(CSCc1ccccc1)N1CCN(CCn2cccn2)CC1	-7	-6
O=C(Cc1c[nH]c2ccccc12)N1CCCC2(C1)Nc1cccnc1NC2=NC1CCCC1 (configuration not stated)	49	-6
Cc1nnc(SCCC(=O)Nc2ccccc2C(F)(F)F)s1	3	4
Cc1[nH]nc(-c2n[nH]c(C)c2[N+](=O)[O-])c1[N+](=O)[O-]	-8	.
Cc1cccc(OCC(O)CN2CCN(CC(O)COc3cccc(C)c3)CC2)c1 (configuration not stated)	12	-2
CC12CNC3(C#N)CC1CCC32C (configuration not stated)	0	.
CC(C)(C)c1csc(Sc2ccc([N+](=O)[O-])cc2[N+](=O)[O-])n1	.	-2&-9
Cc1ccc(NC(=O)c2c(NC(=O)C(F)(F)F)sc3c2CCC3)c(C)c1	3	-6
CCOc1ccc(N2C(=O)S/C(=C\c3ccc(O)cc3)C2=O)cc1	15	-1
O=C(Nc1ccc(N2CCN(C3CCCC3)C2=O)nc1)c1ccc(F)cc1	-7	2
Fc1ccc2c(c1)C1C=CCC1C(c1ccc(Cl)cc1)N2 (configuration not stated)	75*	0
Cc1cccc(C2CCCCCN2C(=O)Nc2ccc3c(c2)OCO3)c1 (configuration not stated)	27	-1
Cc1cccc(CN2CCN(C3CCN(C(=O)Nc4cc(Cl)ccc4C)CC3)C2=O)c1	17	0
COc1ccc(OC)c(C2C(C(=O)Nc3ccc(C)cc3)=C(C)Nc3nnnn32)c1 (configuration not stated)	24	-3
CC(=O)Nc1cccc(N2CC(C(=O)NCCc3cccs3)CC2=O)c1 (configuration not stated)	-3	-2
CC(C)Cn1c(CC2CCN(C(=O)c3cc(F)ccc3F)C2)nc2cccnc21 (configuration not stated)	9	2
Cc1ccc(CN2C(=O)N(c3cccc(F)c3)c3ncccc3S2(=O)=O)cc1	3	-4
Cc1ccc(OCCOc2ccccc2C=O)cc1	-53	-4
O=C(c1ccc(F)cc1)N1CCC2(C1)C(=O)Nc1ccccc12 (configuration not stated)	-3	-1
CCNC(=O)OCCN1C(=O)CCC12CCC(c1ccc(Cl)cc1)CC2 (configuration not stated)	16	-14
Cc1ccc(N2C=C(C#N)S(=O)(=O)c3ccc(F)cc32)cc1F	-4	0
Cc1nn(-c2nc3ccccc3[nH]2)c(=O)c2ccccc12	4	1
COc1ccc(-c2nnc(NC(=O)CN3C(=O)c4ccccc4C3=O)o2)c(OC)c1	52*	4
Nc1cc(C2CCN(C(=O)Nc3ccccc3C(F)(F)F)CC2)no1	-11	-7
O=C(CC1c2ncccc2C(=O)N1c1ccccc1)NC1CC1 (configuration not stated)	-7	-1
Cn1c(OCc2cccnc2)nc2c1c(=O)n(Cc1cccc(Cl)c1)c(=O)n2C	0	-1
COc1ccc(NC(=O)Cc2ccc(F)cc2)cc1	1	0
O=c1c2ccccc2ncn1CCOc1ccc(OCc2ccccc2)cc1	2	1
O=C1C(c2ccncc2)N(Cc2cccs2)C(=O)CN1c1ccccc1 (configuration not stated)	-2	-1
O=C1c2ccc(Oc3ccc([N+](=O)[O-])cc3)cc2C(=O)N1CCO	-1	-6
COc1ccc(S(=O)(=O)Nc2cc(C)ccn2)cc1	-7&-3	0&-13
COc1ccc(NC(=O)COc2cc(C)c(Br)c(C)c2)cc1OC	-3	-9
O=C(O)CCCN1C(=O)CCC1=O	2	-4
COc1ccccc1OCC(=O)Nc1ccc(Br)c(C)c1	-30	-13
Cc1cccc(S(=O)(=O)N2CCC(OCc3nc(C)no3)CC2)c1	-2	0
COc1ccc2cc3cc(C(=O)NCCCN4CCCC4=O)oc3nc2c1	9	-1
O=C(c1cccc(C(F)(F)F)c1)N1CC(=O)N(CCc2ccccc2)C(=O)C1	1	-2
CN1CCN(C(=O)C2CN(C(=O)C3CC3)CC2c2cccc(C(F)(F)F)c2)CC1 (configuration not stated)	8	2
COc1ccc(C(=O)Nc2cccc(NC(=O)c3ccc(Cl)cc3Cl)c2)cc1[N+](=O)[O-]	10	-2
O=C(Nc1ccc(-c2nc3ccccc3o2)cc1)C1CCC1	-1	-25
COCC(=O)Nc1cnc(-c2ccc(C(F)(F)F)cc2)nc1	-8	1
CCOC(=O)N1CCC(NC(=O)C2CCCN(Cc3nc(-c4cccnc4)no3)C2)CC1 (configuration not stated)	-18	-5
O=C(O)c1ccccc1C=NNc1cc(Cl)ccc1Cl	.	6
CCC(=O)c1ccc(OCC(O)CN2CCN(c3ccccc3F)CC2)cc1 (configuration not stated)	-3	-3
COc1ccc(CNS(=O)(=O)CCNCc2ccccc2OC)cc1	-4	0
O=C1Nc2cc(C(=O)N3CCC4(CC3)OCCO4)ccc2SC1N1CCCCC1 (configuration not stated)	11	-16
CCCC(=O)N1CCN(c2nc(CN3CCC(C)CC3)cs2)CC1	2	-6
COc1cccc(-c2cncc(C(=O)Nc3cccc(C)c3)c2)c1	-1	0
COc1ccc(NC(=O)N2CCC(N3CCN(Cc4ccccc4)C3=O)CC2)cc1OC	4	-7
Nc1nc(C2COc3ccccc3O2)ncc1S(=O)(=O)c1ccccc1 (configuration not stated)	.	3
CC(C)CNC(=O)c1cc2n(n1)C(C(F)(F)F)CC(c1ccc(Cl)c(Cl)c1)N2 (configuration not stated)	5	7
O=C(CCC(=O)N1CCN(Cc2csc(-c3ccccc3)n2)CC1)c1ccccc1	20	-9
CC1(C)N=C(c2ccccc2)C(=O)N1CC(=O)Nc1ccccc1	-12	-4
O=C(c1cc(F)cc(F)c1)N1CCC(n2c(-c3ccco3)nc3cccnc32)C1 (configuration not stated)	28	-2
CCN1c2ccc(C)cc2C(=O)NC12CCN(C(=O)Cc1ccc(OC)cc1)CC2	6	0
Cc1ccc(NC(=O)Nc2cccc(Oc3ccc(C)nn3)c2)c(Cl)c1	22	-4

(continued)
mol	mHTT CaM bind	Pf apPOL block
CC(C)(C)c1cc(Cl)c(Oc2ccc(C(F)(F)F)cc2[N+](=O)[O-])c(Br)c1	.	-5
COC(=O)CSc1nnc(CNC(=O)c2ccco2)n1-c1ccc(F)cc1	-13	1
O=C(c1ccc(F)cc1F)N1CCCC(c2ccnc(-c3ccc(F)cc3)n2)C1 (configuration not stated)	13	-1
CCCC(=O)Nc1ccc(NC(=O)COc2ccccc2C)cc1	1	-6
O=C(CCC1CCN(c2cc(NC3CC3)ncn2)CC1)NCCN1CCc2ccccc2C1	5	-3
Cc1ccc(Cn2c(CO)nc3ccccc32)cc1	3&0	8&2
N#CCCN(Cn1nnc2ccccc21)c1ccccc1	27	2
O=C(Nc1c(Cl)cccc1Cl)c1ccc(F)cc1	-8	2
CC(C)(C)c1ccc(C(N)=NOC(=O)c2ccc3c(c2)CCO3)cc1	.	2
Cc1c(C(=O)Nc2ccccn2)sc2nc(C)n(C)c(=O)c12	-1	11
CSc1ccc([N+](=O)[O-])cc1C(=O)C=CN(C)C	.	0
Cc1cccc(-c2noc(-c3c(O)c4cc(C)ccc4[nH]c3=O)n2)c1	-4	-1
COc1cc(C2=NOC(C(=O)N3CCCCC3)C2)cc(OC)c1OC (configuration not stated)	-4	-5
COc1cccc(NC2(c3nnnn3-c3ccc(C)cc3)CCCC2)c1	4	-10
CCOc1ccc(S(=O)(=O)N2CCC(CN3CCCCCC3)CC2)cc1	7	-3
COc1ccc(-c2coc3c(C)c(OCCN4CCCCC4)ccc3c2=O)cc1	5	-38
COc1ccc(Nc2nc3c(C)cccn3c(=O)c2C=NCc2ccccc2)cc1	6	-5
O=C(Nc1cc(Cl)cc(Cl)c1)c1cnn2c1NC(c1ccco1)CC2C(F)(F)F (configuration not stated)	4	-4
O=C(Nc1ccc(F)cc1)NC12CC3CC(CC(C3)C1)C2	-2	2
N#C/C(=C\c1cc(Cl)ccc1O)c1nc2ccccc2[nH]1	8	4
CC(Oc1ccccc1)C(=O)NC(c1ccccc1)c1ccccc1 (configuration not stated)	-20	-5
O=C(NCCN1CCN(C(=O)c2ccc([N+](=O)[O-])cc2)CC1)C(=O)Nc1ccc(F)cc1	0	-4
COc1ccc(Cl)cc1C(=O)NCc1cc(-c2ccc(F)cc2)on1	-13	-4
Clc1ccccc1CN1CCOCC1	-3	-8
COc1cc(OC)cc(C2=N/C(=C\C(Cl)=C\c3ccccc3)C(=O)O2)c1	10	1
Cc1cccc(NC(=O)CN2C(=O)C(c3ccc(F)cc3)=NC23CCCCCC3)c1	-12	-2
COc1cccc(N2C(=O)CCC2(C)C(=O)NC2CCCC2)c1 (configuration not stated)	-3	-2
N#Cc1c(-c2cccs2)c2c([nH]c1=S)CCCC2	.	10
O=C(c1cnn2c(C(F)(F)F)cc(-c3cccs3)nc12)N1CCCCCC1	-5	-6
Cc1cccc(-c2nnc(SCC(=O)NN)n2-c2ccccc2)c1[N+](=O)[O-]	1	-4
COc1cccc(S(=O)(=O)N2CCN(C)C(c3ccc(C)cc3)C2)c1 (configuration not stated)	5	-1
O=C(C1CCN(c2nc3ccc(-c4ccc(F)cc4)nc3s2)CC1)N1CCCC1	1	-7
CN(C)CCCNC(=O)C1CCN(c2nc3ccc(-c4cncnc4)nc3s2)CC1	4	-2
CCOC(=O)c1c(N=Cc2ccccc2[N+](=O)[O-])n[nH]c1C	.	2
CC(C)C(=O)Nc1cccnc1N(C)C	5	-6
CCCCNC(=O)C(=O)NCCC1=CCCCC1	-6	-25
CSc1ccc(CNC(=O)C2CCN(c3ccncc3)CC2)cc1	-3	5
O=C(CSc1nc2ccccc2o1)Nc1ccccc1Br	-1	1
COCCNC(=O)C1COC2(CCC(C)CC2)N1C(=O)c1cccc(Cl)c1 (configuration not stated)	-8	-1
